Bioassay records as filed in PubChem.
EPAC2 ag – agonists of human EPAC2 (RAPGEF4); 360,000 tested, 0.079% active; Potency, µM (highest dose often 154 µM), for inactives: top-dose activation, actives largely listed as activators; Q8WZA2; EPAC2 activation, biochemical qHTS; response scale: 100% = 6.5 mM cAMP response; further: potency means the concentration at half of the fitted maximal effect; nearly all actives have a fitted effect of over 50% in size
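Compounds were added across a concentration range to EPAC2 (100 nM), RAP1B-BODIPY-GDP (250 nM) and GDP (50 uM). After 5 min at room temperature, fluorescence was recorded at 5-min intervals for 30 min.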
TDP43 rescue – inhibitors of TDP-43 toxicity in yeast | AID 652104 | Potency, µM (titrated, usually from 46.1 µM), inactives show top-dose growth rescue (activation), usual class: activators | TDP-43 expressing yeast growth rescue, BacTiter-Glo, 24 h | 410,000 tested, 1.8% active; further: potency means the concentration at half of the fitted maximal effect; % of control where 0% means no effect; nearly all actives have a fitted effect of over 50% in size
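Cell-based yeast growth screen: TDP-43 expression induced in galactose, inoculum OD600=0.02 after raffinose pregrowth to mid-log. Read-out BacTiter-Glo luminescence at 24 hr, 30 deg C; inhibition of toxicity seen as signal increase.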
D3 antag – blocks the human D3 dopamine receptor. P35462. D3R cells, DiscoveRx beta-arrestin luminescence, antagonist mode; stronger effect = lower value. max response, negative = inhibition, %. 360,000 tested, 2.5% active. AID 652054; in the data active means max response below about -50%; inconclusive means no clear call, values can overlap the other calls; further: on the % scale 0 is the no-effect control and ±100 the full control effect; mostly tested at two doses, the higher about 12 µM
Target sequence (P35462 whole entry, looked up): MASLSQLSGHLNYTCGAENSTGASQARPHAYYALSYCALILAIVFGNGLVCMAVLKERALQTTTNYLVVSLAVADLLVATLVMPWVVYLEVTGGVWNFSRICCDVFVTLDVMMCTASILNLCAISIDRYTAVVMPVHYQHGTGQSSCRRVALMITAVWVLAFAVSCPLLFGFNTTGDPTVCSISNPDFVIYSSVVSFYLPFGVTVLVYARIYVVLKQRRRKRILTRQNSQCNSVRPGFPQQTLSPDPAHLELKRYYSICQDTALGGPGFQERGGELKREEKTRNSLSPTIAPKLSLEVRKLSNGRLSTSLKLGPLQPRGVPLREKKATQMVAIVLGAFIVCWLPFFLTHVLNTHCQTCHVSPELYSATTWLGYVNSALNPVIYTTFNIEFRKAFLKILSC
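Cells expressing the human receptor were seeded at 1500 cells/well, incubated overnight at 37 degrees C in 5% CO2, then exposed to library compounds with dopamine controls for 90 minutes at 37 degrees C before luminescent detection.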
Abeta yeast res – restores growth of yeast expressing A-beta42 peptide; 410,000 tested, 0.063% active; AID 1347071; Potency, µM (top dose mostly 46.1 µM), for the others: top-dose growth rescue, most hits filed as activators; yeast expressing A-beta42, growth rescue, OD600, 48 h; response scale: 0% DMSO, 100% iron-clioquinol control; further: potency means the concentration at half of the fitted maximal effect; nearly all actives have a fitted effect of over 55% in size
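Yeast A-beta toxicity model in growth medium with pinned compounds, 48 h at 30 C; growth read as absorbance at 600 nm. Normalized to FeCl3/clioquinol equimolar mix (positive) and DMSO (negative).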
aSyn rescue – alpha-synuclein toxicity inhibition in yeast; Yeast expressing alpha-synuclein, growth rescue, BacTiter-Glo, 24 h; Potency, µM (series often up to 46.1 µM), inactives show at the top dose growth rescue (activation), most hits filed as activators; 370,000 tested, 0.14% active; AID 652106; further: potency means the concentration at half of the fitted maximal effect; % of control where 0% means no effect; nearly all actives have a fitted effect of over 65% in size
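Screening used galactose-induced yeast with toxic alpha-synuclein levels, exposed to compound for 24 hr at 30 deg C. Cell growth, read with BacTiter-Glo luminescence, gave the measured signal.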
D3 ag – activates the human D3 dopamine receptor. D3R DiscoveRx beta-arrestin cells, luminescence, 90 min. max activation, %. 410,000 tested, 0.58% active; in the data active means max activation above about 30%; further: 0% is about no effect; mostly tested at two doses, the higher about 12 µM
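Cells at 1500/well, incubated overnight, then treated with pinned compounds (dopamine as control) for 90 min at 37 degrees C. DiscoveRx reagent added for 30 - 60 minutes at room temperature; luminescence read.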
FUS yeast rescue – suppressors of FUS proteinopathy in yeast; S. cerevisiae FUS-expressing, growth rescue, OD600, 24 h; Potency, µM (series often up to 76.6 µM), inactives show at the highest dose growth rescue (activation), usual class: activators; 390,000 tested, 0.24% active; AID 1347120;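 further: potency means the concentration at half of the fitted maximal effect; plate controls were DMSO vehicle for no effect and reference control for full effect; nearly all actives have a fitted effect of over 55% in size; some results filed as inactive show a strong effect at the top dose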
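Cultures pregrown in 2.5% raffinose medium are shifted to minimal medium containing 2% galactose to express toxic FUS. Compounds are tested at several concentrations. After 24hr at 30C, growth is quantified at 600 nm absorbance.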
EPAC2 antag – antagonists of human EPAC2; AID 720708; EPAC2 GEF exchange of Rap1B-BODIPY-GDP, fluorescence; Potency, µM (top dose mostly 114 µM), inactives show top-dose activity, negative = inhibition, usual class: inhibitors; Q8WZA2; 360,000 tested, 0.18% active; further: potency means the concentration at half of the fitted maximal effect; on the % scale 0 is the no-effect control and ±100 the full control effect; nearly all actives have a fitted effect of over 45% in size; many of its hits are not listed in these tables
* = called active by the depositor; & = joins results of further samples; [ ] = remark or other dose. Unless noted, the call rests on the fitted dose curve; in most records, active means well fitted curve in the direction sought with a large enough effect; inconclusive means small, poorly fitted or top-dose-only effect, or another doubt; inactive means no such curve, though single readings can be large; an effect the other way counts as inactive or inconclusive. Some of the compounds tested; count on the stated rates, not on these rows.

What do the screens show for `CCCC1CCC(C(=O)n2nc(N)c3cc4ccc(OC)cc4nc32)CC1` (stereo not given)?
EPAC2 ag: -11%; TDP43 rescue: 0%; D3 antag: -8; Abeta yeast res: -1%; aSyn rescue: 8%; D3 ag: 7; FUS yeast rescue: -26%; EPAC2 antag: -16%

How did COc1ccc(OCCCC(=O)NCCc2ccccc2)cc1 do in these assays?
EPAC2 ag: -7%; TDP43 rescue: 0%; D3 antag: 1; Abeta yeast res: -4%; aSyn rescue: 2%; D3 ag: 7; FUS yeast rescue: 7%; EPAC2 antag: 4%

What do the screens show for `COc1cccc(CN(C)c2nc(-c3cccs3)nc3ccccc23)c1`?
EPAC2 ag: 7%; TDP43 rescue: inconclusive; D3 antag: 14; Abeta yeast res: -35%[inhibitor]; aSyn rescue: -17%; D3 ag: 5; FUS yeast rescue: 21%; EPAC2 antag: -10%

Results for CCOc1ccccc1N1CCN(S(=O)(=O)c2ccc3c4c(cccc24)C(=O)N3)CC1 ?
EPAC2 ag: -1%; TDP43 rescue: 3%; D3 antag: 34; Abeta yeast res: -9%; aSyn rescue: 11%; D3 ag: -11; FUS yeast rescue: inconclusive; EPAC2 antag: -5%

What do the screens show for `Cc1c(C(=O)NCc2ccc3c(c2)OCO3)oc2ccccc12`?
EPAC2 ag: 21%; TDP43 rescue: 16µM*; D3 antag: 14; Abeta yeast res: 1%; aSyn rescue: 4%; D3 ag: 2; FUS yeast rescue: 18%; EPAC2 antag: -8%[57.1 µM]

How did CCOC(=O)C1CCCN(C(=O)c2ccc(NC(=O)c3nsc4ccccc34)cc2)C1 (stereo not given) do in these assays?
TDP43 rescue: inconclusive; Abeta yeast res: -12%; D3 ag: 10; FUS yeast rescue: inconclusive

Results for COc1ccc(C(=O)NC(=S)Nc2cccnc2)cc1OC ?
EPAC2 ag: 0%; TDP43 rescue: -3%; D3 antag: -9; Abeta yeast res: -6%; aSyn rescue: 1%; D3 ag: -3; FUS yeast rescue: 3%; EPAC2 antag: -7%

What do the screens show for `CCc1nc2ccc(C(=O)NCCc3ccc(OC)cc3)cc2nc1CC`?
EPAC2 ag: -8%; TDP43 rescue: 3%; D3 antag: 11; Abeta yeast res: 8%; aSyn rescue: -9%; D3 ag: 0; FUS yeast rescue: 10%; EPAC2 antag: 7%

How did COc1ccc(OC)c(/C=N/NC(=O)c2ccc(=O)[nH]n2)c1 do in these assays?
EPAC2 ag: 6%; TDP43 rescue: -23%; D3 antag: -11; aSyn rescue: 0%; D3 ag: 1; FUS yeast rescue: -12%; EPAC2 antag: -6%

What do the screens show for `Cc1ccc(NC(=O)NNC(=O)Cn2nc(-c3ccccc3)c(-c3ccccc3)c(C#N)c2=O)cc1`?
EPAC2 ag: -1%[15.6 µM]; TDP43 rescue: 12%; D3 antag: inconclusive; Abeta yeast res: 10%; aSyn rescue: 2%; D3 ag: -6; FUS yeast rescue: inconclusive; EPAC2 antag: -11%

How did COc1ccc(C2C(C(=O)c3ccc(C)o3)=C(O)C(=O)N2Cc2ccco2)cc1OC (stereo not given) do in these assays?
EPAC2 ag: 3%; TDP43 rescue: -3%; D3 antag: 5; Abeta yeast res: 11%; aSyn rescue: 0%; D3 ag: 0; FUS yeast rescue: 22%; EPAC2 antag: -4%

What do the screens show for `CCCCCCn1cc(C(=O)O)c(=O)c2cc(F)c(N3CCN(C(=O)OCC)CC3)cc21`?
EPAC2 ag: -6%; TDP43 rescue: 8%; D3 antag: 0; Abeta yeast res: 4%; aSyn rescue: 1%; D3 ag: 11; FUS yeast rescue: -3%; EPAC2 antag: 3%

Results for CCOC(=O)c1ccn(S(=O)(=O)c2ccc(C)cc2)c1-c1ccccc1 ?
EPAC2 ag: 13%; TDP43 rescue: -4%; D3 antag: -21; Abeta yeast res: -14%; aSyn rescue: -3%; D3 ag: -3; FUS yeast rescue: -5%; EPAC2 antag: -25%

Results for COc1ccc(CN2C(=O)CN(S(C)(=O)=O)CC2(C)C(=O)NC(C)C)cc1OC (stereo not given) ?
EPAC2 ag: 3%; TDP43 rescue: 6%; D3 antag: 3; Abeta yeast res: -10%; aSyn rescue: 3%; D3 ag: -9; FUS yeast rescue: 11%; EPAC2 antag: 4%

What do the screens show for `O=C(Cc1c(F)cccc1Cl)NNC(=O)c1ccncc1`?
EPAC2 ag: 1%; TDP43 rescue: 14%; D3 antag: 12; Abeta yeast res: -5%; aSyn rescue: -8%; D3 ag: 2; FUS yeast rescue: -17%; EPAC2 antag: 1%

Results for Cc1[nH]n(-c2ccccc2)c(=O)c1C=NCC1CCCO1 (stereo not given) ?
EPAC2 ag: 1%; TDP43 rescue: 2%; D3 antag: 4; Abeta yeast res: 5%; aSyn rescue: 5%; D3 ag: -6; FUS yeast rescue: -33%; EPAC2 antag: 7%

Results for CCn1c(SCC(=O)N2CCC(C(N)=O)(N3CCCCC3)CC2)nc2ccccc2c1=O ?
EPAC2 ag: 12%; TDP43 rescue: -6%; D3 antag: -4; Abeta yeast res: 4%; aSyn rescue: -1%; D3 ag: -4; FUS yeast rescue: 25%; EPAC2 antag: -5%

What do the screens show for `CCC(=O)Nc1cccc2cccnc12`?
EPAC2 ag: 10%; TDP43 rescue: 6%; D3 antag: 11; Abeta yeast res: -6%; aSyn rescue: -7%; D3 ag: 4; FUS yeast rescue: 5%; EPAC2 antag: 6%

How did Cc1ccc(N2CCN(C(=S)Nc3ccccc3)CC2)cc1 do in these assays?
EPAC2 ag: 4%; TDP43 rescue: inconclusive; D3 antag: 18; Abeta yeast res: 5%; aSyn rescue: -1%; D3 ag: 2; FUS yeast rescue: -35%; EPAC2 antag: 10%

What do the screens show for `CCc1cccc(NS(=O)(=O)c2c(C)nc3sc(CC)nn3c2=O)c1`?
EPAC2 ag: 5%; TDP43 rescue: inconclusive; D3 antag: 10; Abeta yeast res: -12%&-22%; aSyn rescue: 10%; D3 ag: 3&1; FUS yeast rescue: -3%&-1%; EPAC2 antag: -9%

How did COC(=O)CNc1nc(C2CC2)nc2c1nnn2Cc1ccccc1Cl do in these assays?
EPAC2 ag: 1%; TDP43 rescue: -20%; D3 antag: 21; Abeta yeast res: -14%; aSyn rescue: 2%; D3 ag: 0; FUS yeast rescue: 26%; EPAC2 antag: 0%

How did Cc1ccc(C(=O)Nc2ccc3c(c2)C(=O)N(CC2CCCO2)C3=O)cc1 (stereo not given) do in these assays?
EPAC2 ag: 6%; TDP43 rescue: -5%; D3 antag: -13; Abeta yeast res: 0%; aSyn rescue: 0%; D3 ag: 1; FUS yeast rescue: 8%; EPAC2 antag: 4%

What do the screens show for `Cc1cccc2c1-c1sc(C(=O)Nc3ccccc3N3CCN(C)CC3)cc1CO2`?
EPAC2 ag: 11%; TDP43 rescue: -24%; D3 antag: -26; Abeta yeast res: 7%; aSyn rescue: 14%; D3 ag: -15; FUS yeast rescue: 30%; EPAC2 antag: -26%

What do the screens show for `CCc1cccc(NC(=O)c2cc3c(=O)[nH]c4ccccc4c3n2C)c1`?
TDP43 rescue: -12%; Abeta yeast res: -27%; D3 ag: -24; FUS yeast rescue: 18%

How did CC(=O)N1CCN=C1SCc1ccc(Cl)cc1 do in these assays?
EPAC2 ag: 2%; TDP43 rescue: 17%; D3 antag: 5; Abeta yeast res: 2%; aSyn rescue: -7%; D3 ag: 1; FUS yeast rescue: -23%; EPAC2 antag: 0%

How did COc1ccc(CNC(=O)C(C)Cc2ccccc2)cc1O (stereo not given) do in these assays?
EPAC2 ag: 1%; TDP43 rescue: 1%; D3 antag: 0; Abeta yeast res: -6%; aSyn rescue: -4%; D3 ag: -10; FUS yeast rescue: -25%; EPAC2 antag: 3%

What do the screens show for `CCc1cccc(C)c1NC(=O)CCCN1C(=O)NC(C)(C)C1=O`?
EPAC2 ag: 8%; TDP43 rescue: 28%; D3 antag: 5; Abeta yeast res: 3%; aSyn rescue: 0%[1.84 µM]; D3 ag: -5; FUS yeast rescue: -5%; EPAC2 antag: 5%

What do the screens show for `CC1CCN(C(=O)Cn2cc(SCC(=O)Nc3ccccc3C(F)(F)F)c3ccccc32)CC1`?
TDP43 rescue: 5%; Abeta yeast res: -1%; D3 ag: 10; FUS yeast rescue: 9%

What do the screens show for `O=C(Nc1ccc(Cl)cc1)Nc1nnc(CSc2ccc(Cl)cc2)s1`?
EPAC2 ag: 7%; TDP43 rescue: -10%; D3 antag: 39; Abeta yeast res: 8%; aSyn rescue: -5%; D3 ag: 0; FUS yeast rescue: 16%; EPAC2 antag: -5%

What do the screens show for `O=C(/C=C/c1ccccc1)N1CCC(Cc2ccccc2)CC1`?
EPAC2 ag: 13%; TDP43 rescue: 21%; D3 antag: 11; Abeta yeast res: -23%; aSyn rescue: 10%; D3 ag: -2; EPAC2 antag: -3%

Results for COc1ccccc1NC(=O)c1c(NC(=O)COc2ccccc2)sc2c1CCCCC2 ?
TDP43 rescue: 16%; Abeta yeast res: 0%; D3 ag: -8; FUS yeast rescue: -3%

How did Cc1ccc(C)c(NC(=O)C(C)N2C(=O)c3ccccc3C2=O)c1 (stereo not given) do in these assays?
EPAC2 ag: 6%; TDP43 rescue: -18%[1.82 µM]; D3 antag: -8; Abeta yeast res: 1%; aSyn rescue: 5%; D3 ag: -7; FUS yeast rescue: 8%; EPAC2 antag: -3%

How did Cc1cc(-c2nc3ccccc3o2)c2ccccc2n1 do in these assays?
EPAC2 ag: 14%; TDP43 rescue: inconclusive; D3 antag: inconclusive; Abeta yeast res: -36%[inhibitor]; aSyn rescue: 4%; D3 ag: -2; FUS yeast rescue: 15%; EPAC2 antag: -2%[57.1 µM]

What do the screens show for `CCOC(=O)c1c(S(=O)(=O)N2CCCC(C(=O)Nc3cccc(CC)c3)C2)c(C)n(CC)c1C` (stereo not given)?
TDP43 rescue: 4%; Abeta yeast res: -7%; D3 ag: -10; FUS yeast rescue: inconclusive

How did Cc1coc(C)c1C(=O)CC1(O)C(=O)N(C)c2ccc(Cl)cc21 (stereo not given) do in these assays?
EPAC2 ag: 16%; TDP43 rescue: -11%; D3 antag: -5; Abeta yeast res: -14%; aSyn rescue: 18%; D3 ag: -5; FUS yeast rescue: 3%; EPAC2 antag: -16%[57.1 µM]
